NSD2 inh: NSD2 histone methyltransferase inhibitors, primary screen, biochemical, AlphaScreen, single concentration, set 2 | NSD2 peptide methylation, 120 min | inhibition, % at 12.5 µM | AID 743445, 2014 | 310,000 compounds, 0.54% hits | Histone-lysine N-methyltransferase NSD2 (Homo sapiens), O96028; in the data active = inhibition above about 50%
Keap1-Nrf2 PPI: Keap1-Nrf2 protein-protein interaction inhibitors, primary screen, biochemical, fluorescence polarization, single point | 340,000 compounds, 0.15% hits | AID 504523, 2011 | inhibition, % at 9.4 µM | Keap1 Kelch-Nrf2 peptide fluorescence polarization, 1536-well; in the data active = inhibition above about 12%;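 note: human Keap1 Kelch domain with fluorescein labeled Nrf2 9mer peptide probe; 0% = neutral control wells and 100% = peptide positive control; higher means more block of Keap1 binding to Nrf2 peptide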
CAL PDZ FP-1: untagged CAL PDZ binding inhibitors, primary screen, biochemical, fluorescence polarization, HTS; Golgi-associated PDZ and coiled-coil motif-containing protein (Homo sapiens), Q9HD26; purified CAL PDZ, TMR-peptide fluorescence polarization, 1 h; inhibition, % at 24.9 µM; 300,000 compounds, 0.92% hits; AID 602252, 2012;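 active = mean inhibition of at least 30% with at least half of replicates also reaching 30%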;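 note: 0% = DMSO neutral control and 100% = excess unlabeled competitor peptide PRC23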
DAGLB inhibitor: DAGLB lipase inhibitors, primary screen, biochemical, fluorescence, HTS. Diacylglycerol lipase-beta (Homo sapiens), Q8NCG7. HEK293T DAGLB membrane lysate, EnzChek fluorogenic substrate. inhibition, % at 5.17 µM. 340,000 compounds, 0.059% hits. AID 504411, 2011; in the data active = inhibition above about 34%;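 note: 0% = enzyme with vehicle and 100% = wells lacking enzyme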
DSG3 Ab inh: inhibitors of pemphigus antibody binding to DSG3, primary screen, biochemical, bead-based, flow cytometry, scFv-GFP; DSG3-coupled beads, scFv-anti-DSG3-GFP binding; active compounds read low; binding (percent of control), % at 10 µM; 310,000 compounds, 0.48% hits;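 active = binding more than 3 SD below its plate's average and above zero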;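 note: hits lower antibody fragment binding to DSG3; some compounds called inactive have numbers as strong as hits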
Target sequence (P32926 whole entry, looked up, the tested form may be a part): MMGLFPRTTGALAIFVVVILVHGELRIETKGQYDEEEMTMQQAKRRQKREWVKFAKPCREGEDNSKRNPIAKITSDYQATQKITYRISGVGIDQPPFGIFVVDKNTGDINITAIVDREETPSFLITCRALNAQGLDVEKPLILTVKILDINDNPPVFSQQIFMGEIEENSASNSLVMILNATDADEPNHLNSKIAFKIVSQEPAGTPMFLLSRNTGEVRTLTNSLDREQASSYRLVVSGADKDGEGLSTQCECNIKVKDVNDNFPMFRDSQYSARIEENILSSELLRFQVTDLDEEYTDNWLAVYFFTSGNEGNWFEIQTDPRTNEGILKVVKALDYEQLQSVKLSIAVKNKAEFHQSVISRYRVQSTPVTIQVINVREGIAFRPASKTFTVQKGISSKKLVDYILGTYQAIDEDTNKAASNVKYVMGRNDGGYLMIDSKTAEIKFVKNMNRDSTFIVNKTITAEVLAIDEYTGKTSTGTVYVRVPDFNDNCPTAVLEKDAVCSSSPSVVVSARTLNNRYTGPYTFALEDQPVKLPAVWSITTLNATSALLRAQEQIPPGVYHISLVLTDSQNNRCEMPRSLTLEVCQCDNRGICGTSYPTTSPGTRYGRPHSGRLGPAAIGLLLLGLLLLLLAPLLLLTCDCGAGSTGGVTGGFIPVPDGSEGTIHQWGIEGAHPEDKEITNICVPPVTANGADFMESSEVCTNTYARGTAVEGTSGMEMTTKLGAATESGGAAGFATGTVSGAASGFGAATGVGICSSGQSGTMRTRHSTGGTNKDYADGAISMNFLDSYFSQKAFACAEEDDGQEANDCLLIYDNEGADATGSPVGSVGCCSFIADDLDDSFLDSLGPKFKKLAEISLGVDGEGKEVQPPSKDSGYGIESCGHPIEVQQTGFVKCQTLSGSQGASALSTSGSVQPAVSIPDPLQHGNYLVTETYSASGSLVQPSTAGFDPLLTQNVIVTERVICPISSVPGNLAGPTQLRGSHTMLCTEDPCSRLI
RTF Ca sens inh: cardiac RTF calcium sensitivity inhibitors, primary screen, biochemical, IANBD-TnC fluorescence, EC70 calcium; Troponin I, cardiac muscle (Homo sapiens) + Troponin T, cardiac muscle (Homo sapiens) + …; IANBD-labeled cardiac RTF, Ca2+ fluorescence; inhibition, % at 7.15 µM; 340,000 compounds, 0.12% hits;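 active = inhibition above the mean inhibition of all tested compounds plus 3 SD, cut at about 17% in these data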;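 note: assay run at fixed EC70 calcium of 1.6 mM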
Arrestin-AP2 inh: inhibitors of beta-arrestin/AP2 binding, primary screen, biochemical, GPCR trafficking, flow cytometry; inhibition, % at 10 µM; FITC-arrestin peptide / GST-AP2 beads; AP2 beta2 appendage carries R879A mutation; 340,000 compounds, 0.31% hits; beta-arrestin 1 C-terminal peptide binding to AP2 beta2-adaptin appendage (human);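 active = inhibition above a set limit, near 3 SD of compounds lacking own fluorescence, cut at about 54% in these data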;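 note: plate controls were DMSO wells for no effect and 5 µM unlabelled arrestin peptide for full effect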
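Test system: GST-tagged AP2 beta2-adaptin appendage (R879A) on 4 µm glutathione beads; also added: fluorescein-tagged arrestin peptide at 50 nM final; timing: 12 min plus 1 h, RT; signal: flow cytometry, FL1 (488/535 nm); read-out: percent drop in bead-associated FITC signal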
V-ATPase pH: regulators of yeast V-ATPase proton pumping, primary screen, pHLuorin cytosolic pH fluorescence; S. cerevisiae; response, % at 10 µM; 350,000 compounds, 0.37% hits; AID 504577, 2011; in the data active = response mostly above about 7.3%, no sharp cut-off; inactive = mostly below about 5.4%; note: actives read high; inactives centre near 0; some compounds called inactive have numbers as strong as hits
LANA DNA inh: inhibitors of KSHV C-LANA binding to DNA, primary screen, biochemical, fluorescence polarization, FAM-LBS DNA, MBP-C-LANA, single point | Kaposi's sarcoma herpesvirus LANA C-terminal domain (residues 932-1162) DNA binding | inhibition, % at 9 µM | 340,000 compounds, 0.078% hits;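 active = highest replicate inhibition at or above 60% at 9 µM, even if other replicates fall short; inactive = all replicates below 60% inhibition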;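 note: 0% = neutral control wells and 100% = 4 µM acridine orange control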
CAL PDZ FP-2: CAL PDZ peptide-binding inhibitors, primary screen, biochemical, fluorescence polarization, Cer-tagged CAL PDZ, HTS; Golgi-associated PDZ and coiled-coil motif-containing protein (Homo sapiens), Q9HD26; purified CAL PDZ, TMR-peptide fluorescence polarization, 1 h; inhibition, % at 20 µM; 330,000 compounds, 0.02% hits; AID 504414, 2011;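 active = highest replicate inhibition of at least 40%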;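 note: plate controls were DMSO neutral control wells for no effect and unlabeled competitor peptide control wells for full effect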
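Material: tagged CAL PDZ protein CerCALP, purified; buffer or medium: sodium phosphate/NaCl buffer pH 7.4 with TCEP, IgG, Thesit; also added: fluorescent TMR peptide probe; schedule: 1 h incubation at room temperature before polarization reading; technique: fluorescence polarization from S- and P-plane intensities, G-factor corrected; control set: unlabelled peptide and DMSO controls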
* = called active by the depositor; x = not tested or not shown. Some of the compounds tested; count on the stated rates, not on these rows.

No.	SMILES	NSD2 inh	LANA DNA inh	CAL PDZ FP-2	DSG3 Ab inh	DAGLB inhibitor	RTF Ca sens inh	V-ATPase pH	CAL PDZ FP-1	Keap1-Nrf2 PPI	Arrestin-AP2 inh
1	CCCCc1ccc(CC(=O)Nc2cc(S(=O)(=O)N3CCOCC3)ccc2O)cc1	0.8	-0.8	0.7	96.4	2.7	-6.1	1.6	x	-3.5	5.5
2	Oc1ccccc1-c1nnc(-c2ccc(C(F)(F)F)cc2)o1	0.8	2.1	-2.4	100.5	-5.5	-7.7	3.8	-2.3	0.7	20.2
3	Cc1cnc(C)c(N2CCC(C(=O)NC(C)c3cccs3)CC2)n1 (configuration not stated)	0.3	-0.9	-0.4	100.0	-0.2	-5.1	-2.3	-1.7	0.8	8.4
4	COc1cc(NC(=O)COc2ccccc2[N+](=O)[O-])ccc1NC(=O)c1ccco1	1.0	0.5	-1.9	97.7	6.0	1.2	-3.9	-4.8	-0.9	-19.0
5	CNC(=O)CSc1nnc(-c2cccs2)o1	8.7	-0.6	-0.2	x	-1.8	1.2	-0.1	x	0.8	-1.3
6	Cc1ccc(S(=O)(=O)N=Nc2c(O)[nH]c3ccccc23)cc1	-1.4	-1.6	-0.7	95.5	0.4	5.0	1.9	31.7*	-6.4	-0.4
7	CCN(C[C@H]1N[C@@](C)(C(=O)OC)[C@H]2C(=O)N(Cc3ccccc3)C(=O)[C@@H]12)C(=O)C1CCCCC1	x	0.5	-1.0	105.6	-2.9	-0.1	-4.9	5.0	7.3	9.7
8	COC(=O)C(C)Sc1nc2c(c(=O)[nH]c(=O)n2C)n1CCC(C)C (configuration not stated)	13.3	-1.5	-1.1	100.3	-0.4	-0.2	0.7	1.0	-2.4	-11.7
9	CCCCN(C)/C=N/c1c(C#N)cnn1-c1ccc(C)cc1	-6.9	1.3	-0.8	x	-11.8	-8.0	5.8	-6.5	-3.0	-2.5
10	COc1ccc(NC(=O)C2CC(=O)N(c3cc(C)ccc3C)C2)cc1 (configuration not stated)	x	-0.8	-0.3	96.1	-1.3	-3.6	0.0	-4.7	-1.9	3.8
11	CCOc1ccc2nc(NC(=O)CN3CCC(n4nnc5cc(F)ccc54)CC3)sc2c1	x	-0.7	-2.0	x	-4.2	4.7	-2.7	-1.3	-1.1	-0.4
12	O=[N+]([O-])c1cc(-c2nc3nc4ccccc4nc3n2CCc2ccccc2)cc([N+](=O)[O-])c1	-0.6	-0.2	0.4	89.0	0.0	7.7	1.1	x	-3.0	6.8
13	COc1cc(Cn2c(-c3nonc3N)nc3ccccc32)ccc1C	-0.5	0.2	-1.4	95.0	-11.3	-1.8	5.4	7.2	-6.5	16.6
14	COc1ccc(NC(=O)C(NC(C)=O)C(=O)NCc2ccccc2Cl)cc1 (configuration not stated)	-2.7	-1.0	-0.4	x	-0.5	-5.6	-0.8	4.9	-0.8	22.2
15	CCOC(=O)C1CCN(C(=S)NC2CC3C=CC2C3)CC1 (configuration not stated)	1.2	0.4	0.3	95.8	x	x	5.4	-3.2	0.6	-17.4
16	CC1(C)C(=O)Nc2ccccc2N1C(=O)COC(=O)Cc1ccccc1F	0.3	-0.5	-1.2	96.4	4.5	-8.7	7.2	-7.5	-0.7	17.8
17	COc1cccc(N2C(=NC(=O)c3ccccc3)SC3CS(=O)(=O)CC32)c1 (configuration not stated)	-1.4	0.2	-2.0	x	-0.6	-4.8	0.7	-5.7	-0.2	3.5
18	O=C(COC(=O)/C=C/c1ccc([N+](=O)[O-])cc1)NCC1CCCO1 (configuration not stated)	x	-2.1	-0.3	98.0	-3.3	2.2	-2.3	1.1	-4.3	9.5
19	COc1ccc(CC(=O)N2CCN=C2SC)cc1OC	-2.7	0.4	0.7	x	-1.0	1.9	-1.3	-0.1	-1.9	-38.8
20	COc1ccc(C2N(C(=O)N(C)C)CCN2S(=O)(=O)c2ccc(OC)cc2)cc1 (configuration not stated)	-1.6	-0.2	-3.0	x	-3.8	1.2	-3.8	-4.8	-0.7	15.6
21	NC(=O)c1ncn([C@@H]2O[C@H](CNS(=O)(=O)c3cc(S(=O)(=O)c4ccccc4)cs3)[C@@H](O)[C@H]2O)n1	x	0.1	0.1	97.2	-1.3	3.3	3.2	-3.0	-6.8	12.3
22	CCOc1ccc(Br)cc1S(=O)(=O)N1CCSC1	-2.6	3.8	0.8	98.2	-1.2	5.3	3.5	-1.6	0.7	-12.4
23	Cc1csc2ncnc(N3CCN(C(=O)Nc4ccc(OC(F)(F)F)cc4)CC3)c12	-3.6	-1.9	-1.0	x	-4.6	0.2	1.7	-0.6	-5.3	41.5
24	Cn1cc([N+](=O)[O-])c(C(=O)Nc2cc(Oc3ccccc3)cc([N+](=O)[O-])c2)n1	17.2	-0.5	-1.2	x	-2.0	2.6	2.3	-2.4	2.5	-1.8
25	O=C(COC(=O)Cc1cccs1)Nc1ccccc1	-0.2	1.8	-0.3	95.4	0.8	5.4	-0.8	-3.3	5.5	20.0

Part of the list above, with values ahead of the structure:
| entry | NSD2 inh | LANA DNA inh | CAL PDZ FP-2 | DSG3 Ab inh | DAGLB inhibitor | RTF Ca sens inh | V-ATPase pH | CAL PDZ FP-1 | Keap1-Nrf2 PPI | Arrestin-AP2 inh | Molecule |
| --- | --- | --- | --- | --- | --- | --- | --- | --- | --- | --- | --- |
| 1 | 0.8 | -0.8 | 0.7 | 96.4 | 2.7 | -6.1 | 1.6 | x | -3.5 | 5.5 | CCCCc1ccc(CC(=O)Nc2cc(S(=O)(=O)N3CCOCC3)ccc2O)cc1 |
| 2 | 0.8 | 2.1 | -2.4 | 100.5 | -5.5 | -7.7 | 3.8 | -2.3 | 0.7 | 20.2 | Oc1ccccc1-c1nnc(-c2ccc(C(F)(F)F)cc2)o1 |
| 3 | 0.3 | -0.9 | -0.4 | 100.0 | -0.2 | -5.1 | -2.3 | -1.7 | 0.8 | 8.4 | Cc1cnc(C)c(N2CCC(C(=O)NC(C)c3cccs3)CC2)n1 (configuration not stated) |
| 4 | 1.0 | 0.5 | -1.9 | 97.7 | 6.0 | 1.2 | -3.9 | -4.8 | -0.9 | -19.0 | COc1cc(NC(=O)COc2ccccc2[N+](=O)[O-])ccc1NC(=O)c1ccco1 |

More entries.
No.	SMILES	NSD2 inh	LANA DNA inh	CAL PDZ FP-2	DSG3 Ab inh	DAGLB inhibitor	RTF Ca sens inh	V-ATPase pH	CAL PDZ FP-1	Keap1-Nrf2 PPI	Arrestin-AP2 inh
26	OC(COC1CCCCC1)CN1CCN(c2ccccc2)CC1 (configuration not stated)	0.1	0.8	-2.3	102.0	0.5	-0.9	5.1	-5.3	-6.6	3.5
27	Nc1ccc(C2(c3ccc(N)cc3)c3ccccc3C(=O)c3ccccc32)cc1	-1.3	2.2	1.1	112.7	7.7	-1.0	-2.1	-7.3	3.8	17.5
28	NC(=O)C1CCN(C(=O)c2cc(S(=O)(=O)N3CCOCC3)ccc2Cl)CC1	-5.8	1.5	-1.3	104.2	2.5	3.5	0.2	4.2	-4.8	-13.8
29	CCOC(=O)N1CCN(C(=O)c2ccc3c(c2)sc2nc(-c4ccccc4)cn23)CC1	11.3	-0.1	-1.8	98.0	-1.4	-2.0	-2.9	-0.9	0.4	2.1
30	Cn1nc(-c2ccccc2)c2nc3ccccc3nc21	-8.8	33.3	-1.0	99.6	-5.1	-8.8	0.5	-1.0	53.7*	52.3
31	NS(=O)(=O)c1cnccc1Nc1ccc(Cl)c(Cl)c1	2.8	0.7	-0.6	98.2	0.3	3.6	-1.3	0.7	-3.9	8.5
32	O=C(CCc1ccccc1)NCC1(c2ccccc2)CCCC1	-6.4	-2.7	x	97.4	-6.1	2.4	0.2	-1.4	7.0	5.6
33	COc1ccccc1NC(=O)C(=O)NNS(=O)(=O)c1ccc2ccccc2c1	0.3	0.2	-3.4	98.2	8.0	-7.9	-0.9	-13.1	-0.4	5.8
34	CCOc1cc(NC(=S)NCCCN2CCOCC2)c(OCC)cc1NC(=O)c1ccc(OC)cc1	-1.8	-0.4	-0.1	96.0	2.3	5.5	1.9	5.9	-2.1	8.8
35	Cc1noc(C)c1COC(=O)c1cccc(S(=O)(=O)N2CCCCCC2)c1	-4.5	3.9	x	65.1	-4.9	-9.3	-5.2	-1.0	-0.7	-3.3
36	O=C(N/N=C/c1sc(=O)[nH]c1-[n+]1ccccc1)c1ccccc1[O-]	-20.7	8.2	-0.5	96.8	0.6	-5.3	-1.5	-3.0	5.7	8.0
37	CCOc1ccc(Br)cc1/C=N/O	0.3	0.5	-3.3	84.3	-3.7	-6.7	4.7	-2.9	-3.5	-2.8
38	O=C(O)/C=C/c1ccc(S(=O)(=O)N(CCO)CCO)cc1	x	-0.3	0.2	94.4	-0.1	-0.9	1.1	-0.9	0.3	-11.3
39	CC(C)(C)C(=O)NC1CCN(S(=O)(=O)c2ccc(C(F)(F)F)cc2)CC1	35.8	6.6	0.0	99.6	-4.6	-0.6	-1.7	-1.8	-5.4	2.1
40	Cc1sc(N)nc1C12CC3CC(CC(C3)C1)C2	7.9	0.9	-0.2	x	-0.5	-5.0	0.0	-0.1	-2.9	16.9
41	CCCN1Cc2cccc(C(=O)N3CCN(c4ccccc4)CC3)c2C1=O	0.1	-0.7	-2.2	96.1	1.0	2.0	-4.5	-1.1	-5.7	2.4
42	CCNC(=S)NNC(=O)c1cccnc1	-5.6	-2.1	-1.7	x	0.7	-1.4	0.2	-1.1	4.3	29.0
43	NS(=O)(=O)c1ccc(CCNC(=O)COC(=O)CCc2c[nH]c3ccccc23)cc1	-0.3	-2.4	-1.2	90.3	0.6	-0.9	-5.2	-2.6	-4.8	14.1
44	Cc1ccc(CNC(=O)CSc2nc3n[nH]c(C)c3c(=N)n2-c2cccc(C)c2)cc1	-0.4	-0.6	-5.2	99.8	2.7	0.3	8.0	x	1.6	-2.3
